# N370S GC mod: inhibits or activates N370S mutant glucocerebrosidase; P04062; N370S GC spleen homogenate, 4MU-glucoside fluorescence; Potency, µM (top dose mostly 59.4 µM), for the others: at the highest dose activity change, negative = inhibition, actives largely listed as inhibitors; 330,000 tested, 0.092% active; AID 2101;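 note: 0% = full enzyme activity and -100% = no enzyme basal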
# TDP1 inh: inhibitors of human tyrosyl-DNA phosphodiesterase TDP1. Q9NUW8. recombinant TDP1, AlphaScreen DNA substrate cleavage. Potency, µM (series often up to 130 µM), without a hit: top-dose activity change, negative = inhibition, hits mostly inhibitors. 350,000 tested, 0.28% active. AID 485290; note: nearly all actives have a fitted effect of over 40% in size
# Target sequence (Q9NUW8 whole entry, looked up): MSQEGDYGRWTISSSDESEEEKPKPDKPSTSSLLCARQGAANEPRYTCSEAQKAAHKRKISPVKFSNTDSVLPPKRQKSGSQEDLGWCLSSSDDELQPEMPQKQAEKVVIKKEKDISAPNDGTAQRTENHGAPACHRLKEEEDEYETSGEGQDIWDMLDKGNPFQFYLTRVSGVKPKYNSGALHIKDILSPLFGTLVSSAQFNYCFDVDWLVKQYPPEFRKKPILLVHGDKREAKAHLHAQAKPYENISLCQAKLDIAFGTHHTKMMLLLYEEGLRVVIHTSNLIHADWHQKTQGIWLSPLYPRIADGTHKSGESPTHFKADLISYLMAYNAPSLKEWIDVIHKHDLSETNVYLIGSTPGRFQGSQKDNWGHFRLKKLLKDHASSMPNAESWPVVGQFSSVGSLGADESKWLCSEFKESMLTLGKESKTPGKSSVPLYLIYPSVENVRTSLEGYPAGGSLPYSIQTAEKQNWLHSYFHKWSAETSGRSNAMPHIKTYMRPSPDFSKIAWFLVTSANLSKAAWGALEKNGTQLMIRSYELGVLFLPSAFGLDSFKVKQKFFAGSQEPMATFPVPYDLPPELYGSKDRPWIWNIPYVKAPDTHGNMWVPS
#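 Steps: enzyme plus compound, 15 min RT; add biotin/phosphotyrosine-FITC oligonucleotide (15 nM final), react 5 min; add donor/acceptor beads (10 ug/ml final), 10 min; read AlphaScreen. Tdp1 at 1 nM final.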
# FEN1 inh: blocks human flap endonuclease 1. P39748. Recombinant FEN1 flap cleavage, fluorescence, 15 min. Potency, µM (titrated, usually from 114 µM), without a hit: at the top dose activity change, negative = inhibition, hits mostly inhibitors. 390,000 tested, 0.35% active. AID 588795; note: nearly all actives have a fitted effect of over 65% in size
# Target sequence (P39748 whole entry, looked up): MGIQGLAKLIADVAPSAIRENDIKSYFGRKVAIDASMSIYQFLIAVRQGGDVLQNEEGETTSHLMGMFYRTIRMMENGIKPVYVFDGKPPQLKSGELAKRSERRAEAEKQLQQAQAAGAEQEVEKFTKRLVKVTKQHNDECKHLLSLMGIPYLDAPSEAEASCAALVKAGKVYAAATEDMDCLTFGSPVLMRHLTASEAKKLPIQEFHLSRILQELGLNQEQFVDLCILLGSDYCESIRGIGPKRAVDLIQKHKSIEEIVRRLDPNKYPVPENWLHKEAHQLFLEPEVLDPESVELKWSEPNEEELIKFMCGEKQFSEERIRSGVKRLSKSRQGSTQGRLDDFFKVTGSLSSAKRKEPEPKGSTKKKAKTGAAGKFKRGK
#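 FEN1 at 10 nM preincubated with compounds 15 min at room temperature, then flap DNA substrate added at 50 nM final. Signal read at 0 and 15 min; concentration-response fitted with four-parameter Hill equation.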
# Numbers without * were called inactive; ? = inconclusive; nt = not tested or not shown; & = joins results of further samples; [ ] = another dose, or the depositor's remark. Calls come from the whole dose curve; as a rule, active = well fitted curve in the direction sought with a large enough effect; inconclusive = small, poorly fitted or top-dose-only effect, or another doubt; inactive = no such curve, though single readings can be large; an effect the other way counts as inactive or inconclusive. Unless noted, % is set by controls: 0 for no effect and ±100 for the full control effect; potency is the fitted concentration of half-maximal effect.
# The line under a structure holds: N370S GC mod	TDP1 inh	FEN1 inh
CCOC(=O)c1c(CN2CCN(CCO)CC2)n(C)c2cc(Br)c(OC)cc12
    -14%	-3%	-12%
CCCN(C(=O)c1cc2c(=O)oc3ccc(C)cc3c2s1)c1ccc(OCC)cc1
    nt	5%	14%
Cc1ccc(CNC(=O)CCn2cc(-c3ccc(F)cc3)nc2-c2ccncc2)cc1
    -15%	6%	-19%
C/C(=N\NC(=O)CC(C)C)c1c(C(F)(F)F)[nH]n(-c2nc3ccccc3s2)c1=O
    4%	7%	1%
Cc1ccc(S(=O)(=O)Cn2nnnc2CN(Cc2ccco2)CC2CCCO2)cc1 (configuration not stated)
    6%	5%	-6%
O=c1c(Cl)cc(Cl)nn1-c1ccccc1
    0%	1%	-16%
O=C(Nc1ccc(-n2nncc2-c2ccco2)cc1)c1cc2ccccc2oc1=O
    -6%	40µM*	-22%
COc1ccccc1-c1noc(-c2ccccc2C(=O)NCC2CCCO2)n1 (configuration not stated)
    -11%	3%	15%
CCOc1cccc(-c2c(C(=O)N/N=C/c3ccc(C)s3)nnn2-c2nonc2N)c1
    ?	1%	13%
Nc1ccccc1C(=O)Nc1ccc(Cl)cc1Cl
    27%	0%	10%
CC(C)C[C@@H](C(=O)N[C@@H](Cc1c[nH]c2ccccc12)C(N)=O)N1C[C@]2(CCCN2C(=O)[C@H](Cc2ccccc2)NC(=O)[C@H](Cc2ccccc2)NC(=O)[C@H](CCC(N)=O)NC(=O)[C@H](CCC(N)=O)NC(=O)[C@@H]2CCCN2C(=O)[C@H](CCCCN)NC(=O)[C@@H]2CCCN2C(=O)[C@@H](N)CCCNC(=N)N)CC1=O
    -1%	8%	nt
COc1ccc(CCN2C(=O)c3[nH]nc(-c4ccccc4O)c3C2c2cccc(O)c2)cc1OC (configuration not stated)
    -14%	1%	-14%
Cc1ccc(C(=O)NC23CC4CC(CC(C4)C2)C3)c(Cl)c1
    -4%	nt	4%
Nc1nnnn1/N=C/c1cccc(Oc2ccccc2)c1
    3%	10%	-5%
Cc1ccc(-n2c(SCC(=O)Nc3cc(S(=O)(=O)N4CCOCC4)ccc3Cl)nc3ccccc3c2=O)cc1
    4%	2%	1%
COc1ccccc1NC(=O)c1cc[n+](C)cc1
    4%	nt	-4%
COc1ccc(NC(=S)N2CCC(NC(=O)c3cccc(F)c3)CC2)cc1
    1%	14%	2%
Cc1cc(CCCCCCCCc2cc(C)cc(=O)o2)oc(=O)c1
    -1%	3%	1%
Cc1ccc(S(=O)(=O)n2nc(C)c(C#N)c2N)cc1
    12%	8%	10%
COc1cccc(Nc2ccc([N+](=O)[O-])c3nonc23)c1
    -9%	11%	-22%
COc1ccccc1-n1c(-c2ccccc2)c[nH]c1=S
    0%	9%	7%
O=C(CSc1nnc(Cc2ccccc2)n1-c1cccc(Cl)c1)NNC(=O)Cc1ccccc1
    6%	0%	-8%
Cc1cc(N(CCO)Cc2ccccc2)n2nc(-c3ccc(C(C)(C)C)cc3)nc2n1
    nt	9%	-1%
Cc1ccccc1Nc1nn2c(=O)c3ccc(C(=O)NCCc4ccc(Cl)cc4)cc3nc2s1
    nt	3%	1%
CCc1nc(N[C@H](C(=O)O)C(C)C)c2oc3ccccc3c2n1
    -9%	-3%	4%
CCOc1ccccc1-c1noc(CSc2nnc(-c3ccccc3)n2-c2ccc(F)cc2)n1
    nt	5%	12%
O=C(O)c1ccccc1Nc1ccnc(C(F)(F)F)c1
    -1%	nt	18%
CC(=O)N1CCCc2ccccc21
    nt	1%	-4%
COC(=O)c1sc2ncccc2c1OCc1ccc(Cl)cc1Cl
    12%	1%	0%
COCCCNC(=O)Nc1cc(C(=O)NCc2ccc(OC)cc2)ccc1N1CCCC1
    nt	-6%	15%
O=C(O)c1cccc(Nc2nc(Nc3ccccc3)nc(N3CCCC3)n2)c1
    -25%	8%	-4%
CCn1cc(C(=O)NCCN(C)CCc2ccccc2)c(=O)c2cc(S(=O)(=O)N(C)C)ccc21
    -12%	3%	4%
O=C(CN1C(=O)COc2ccccc21)NCc1ccccn1
    7%	9%	6%
O=C(CN1C2=NCCN2c2ccccc21)c1ccc(Br)s1
    12%	3%	-6%
C#CCNC(=O)C1=C[C@@H](C2CC2)[C@H](CCCO)[C@@H](OCC)O1
    11%	-3%	0%
CC(C)(C)NC(=O)C(c1ccc(O)cc1)N(C(=O)CCC(=O)Nc1nccs1)c1ccccc1F (configuration not stated)
    ?	0%	-5%
Cc1csc(NS(=O)(=O)c2cccc([N+](=O)[O-])c2)n1
    4%	8%	-1%
N#C[C@]1(S(=O)(=O)c2ccccc2)C[C@@H]2ON=C(c3cccc(Br)c3)[C@@H]2C1
    -15%	nt	0%
COC(=O)[C@@H]1C(c2ccccc2)(c2ccccc2)[C@@]1(C)C(=O)OC
    4%	1%	-17%
CCC(CC)C(=O)NCCCCc1ccccc1
    1%	2%	2%

# Reformatted with tabs: part of the list above
SMILES	N370S GC mod	TDP1 inh	FEN1 inh
Cc1cc(N(CCO)Cc2ccccc2)n2nc(-c3ccc(C(C)(C)C)cc3)nc2n1	nt	9%	-1%
O=C(CN1C2=NCCN2c2ccccc21)c1ccc(Br)s1	12%	3%	-6%
O=C(CSc1nnc(Cc2ccccc2)n1-c1cccc(Cl)c1)NNC(=O)Cc1ccccc1	6%	0%	-8%

# Other results.
# The line under a structure holds: N370S GC mod	TDP1 inh	FEN1 inh
CCNc1nc(NCC)nc(SCCOC(=O)Nc2ccc(Cl)cc2Cl)n1
    7%	0%	-17%
COC(=O)CNC(=O)Cn1ccc2ccccc2c1=O
    3%	3%	10%
Fc1ccc(-c2noc3ncnc(NC4CCCCC4)c23)cc1
    nt	-2%	-9%
O=C(Nc1cc(F)ccc1F)c1ccc2c(c1)nnn2C1CCCC1
    nt	5%	-2%
CCCCC(=O)NC1(C(F)(F)F)NC(=O)N(Cc2ccccc2)C1=O (configuration not stated)
    -9%	6%	4%
Cc1ccc(OCC(=O)Nc2ccc(N3CCOCC3)cc2)c([N+](=O)[O-])n1
    2%	3%	8%
CCOc1ccc(NC(=O)CSc2nnc(-c3ccncc3)n2CC2CCCO2)cc1 (configuration not stated)
    7%	2%	-14%
O=C(Cc1ccc(Br)cc1)NC1CCCCC1
    15%	-2%	-2%
O=C(NCCO)c1nc(C(=O)c2ccccc2)c2ccccc2n1
    nt	3%	-3%
O=C(NC1CCN(C(=O)N2CCOCC2)CC1)c1ccccc1
    6%	0%	0%
COc1ccc(Oc2ccc(N/C=C3\CCCC3=O)cc2)cc1
    1%	2%	-3%
COC(=O)c1cc(NC(=O)CC2Oc3ccccc3NC2=O)cc(C(=O)OC)c1 (configuration not stated)
    -8%	nt	0%
COc1ccc([C@@H]2CC(=O)c3c(O)cc(O[C@@H]4OC(CO[C@@H]5OC(C)[C@H](O)[C@@H](O)[C@H]5O)[C@@H](O)[C@H](O)[C@H]4O)cc3O2)cc1O (some centres not stated)
    nt	0%	-7%
CC1CCN(c2ccc(C(=O)Nc3ccc4c(c3)OCO4)cc2[N+](=O)[O-])CC1
    ?	8%	-7%
COc1ccc(CCNc2ncnc3c2nnn3C)cc1OC
    nt	5%	10%
O=C(Nc1ccccc1)Nc1cccc(NC(=O)Nc2ccccc2)c1F
    -6%	nt	-1%
O=C(CSc1nnc(NC(=O)C2CC2)s1)NCc1ccc(F)cc1
    1%	1%	0%
COc1ccc(-c2sc3cc(OC)ccc3c2-c2ccc(OCCN3CCOCC3)cc2)cc1
    nt	3%[56.1 µM]	-10%
COC(=O)CSc1nc2cc(OC)ccc2n1C
    1%	5%	13%
CCOCCCNC(=O)C(NC(=O)CNC(=O)c1ccccc1)c1ccc(C)cc1 (configuration not stated)
    3%	2%	-7%

# In the list so far, 2 contain a tert-butyl group.
# The line under a structure holds: N370S GC mod	TDP1 inh	FEN1 inh
Cc1cc(N(CCO)Cc2ccccc2)n2nc(-c3ccc(C(C)(C)C)cc3)nc2n1
    nt	9%	-1%
CC(C)(C)NC(=O)C(c1ccc(O)cc1)N(C(=O)CCC(=O)Nc1nccs1)c1ccccc1F (configuration not stated)
    ?	0%	-5%

# The list goes on:
# The line under a structure holds: N370S GC mod	TDP1 inh	FEN1 inh
CN(C)CC#CCCCCCCC#CCN(C)C
    -5%	2%	nt
CCC(C)(C)c1ccc(OC(=O)c2cccnc2Cl)cc1
    ?	nt	0%
CC(C)c1ccc(S(=O)(=O)/N=C2/C=C(Sc3ncn[nH]3)C(=O)c3ccccc32)cc1
    10%	7%	79µM*
FC(F)(F)C1=CC(c2ccc(Cl)cc2)=NCCN1
    -11%	0%	14%
COc1ccc(/C=C/C(=O)c2ccc[nH]2)cc1OC
    0%	5%	-6%
Cc1ccnc(NS(=O)(=O)c2ccc(NC(=O)c3cncc(Br)c3)cc2)n1
    1%	-2%	-13%
Cn1cnnc1SCC(=O)N1c2ccccc2-c2c(ssc2=S)C1(C)C
    -1%[2.35 µM]	5%	nt
CCCN(CC1CC1)c1nc(C)nc(Nc2c(Cl)cc(Cl)cc2Cl)c1Cl
    4%&1%	-12%&3%[56.1 µM]	14%
CCOC(=O)C1CCN(C(=O)CCCCn2c(=O)[nH]c3ccccc3c2=O)CC1
    22%	0%	11%
Cc1cccnc1NC(=O)Cn1nc(-c2ccccc2)oc1=S
    7%	3%	-1%
CCN(CC(=O)Nc1ccccc1OC)C(=O)c1ccc(NC(=O)c2cccs2)cc1
    nt	0%[56.1 µM]	-13%
CC(C)(C)c1cc(CN(CCO)CCO)cc(C(C)(C)C)c1O
    -1%	4%	-14%
C=CCSC1=Nc2cc(OC)c(OC)cc2C2=NC(=O)CN12
    22%	3%	?
CSCCC(NS(=O)(=O)c1ccc(C)cc1C)C(=O)Nc1cccnc1 (configuration not stated)
    nt	0%	1%
CCN(CC)C(=S)SCC(=O)Nc1ncc2c(n1)CC(C)(C)CC2=O
    6%	nt	7%
CC1(C)CNC(=O)c2sc(NC(=O)CN3CCOCC3)nc2C1
    -14%	-2%	5%
Cc1cc(NC(=O)Nc2cccc([N+](=O)[O-])c2)no1
    -14%	-8%	-8%
Cc1cc(C(=O)NNC(=S)NCc2ccccc2)no1
    -5%	6%	-6%
O=C(COC(=O)c1ccccn1)Nc1nc(-c2ccccc2)cs1
    8%	nt	-11%
CCN(CC)c1ccc(/C=N/NC(=O)CNC(=O)c2cccs2)cc1
    ?	-4%	-2%
N#Cc1c(-c2ccco2)cc(C2CC2)nc1SCC(=O)c1ccccc1
    2%	-3%	-5%
CCOC(=O)c1sc(NC(=O)COC(=O)Cn2cnc3ccccc32)c(C(=O)OCC)c1C
    7%	0%	11%
CCOC(=O)c1nnn(-c2nonc2-n2cccc2)c1CN1CCOCC1
    -9%	-5%	-5%
Cc1cc(C)n(-c2cc(N3CCN(C(=O)c4cccc(F)c4)CC3)ccc2[N+](=O)[O-])n1
    20%	-3%	-10%
CC1CCC2C(=O)N(c3ccc(NC4CCCCC4)c([N+](=O)[O-])c3)C(=O)C2C1 (configuration not stated)
    -18%	8%	-14%
CCn1cc(C(=O)N(C)Cc2ccc(OC(F)F)cc2)c(=O)c2ccc(C)nc21
    -3%	nt	15%
Cc1cc(C(=O)CN2C(=O)NC3(CCCc4ccccc43)C2=O)c(C)n1Cc1ccccc1 (configuration not stated)
    2%	3%	-1%
CCC(C(=O)NCc1ccco1)N(C(=O)CNS(=O)(=O)c1ccc(C)cc1)c1ccccc1F (configuration not stated)
    -3%	nt	-2%
S=C(NCc1ccc2c(c1)OCO2)NCc1ccco1
    7%	5%	-1%
Cc1ccc(S(=O)(=O)N2CCN(CC(=O)Nc3ccccc3Cl)CC2)cc1
    nt	1%	-3%
CCC1=C2CC[C@H]3C(=O)N(CC(=O)OC)C(=O)[C@H]3[C@H]2[C@@]2(Cc3ccccc3)C(=NCCc3c[nH]c4ccccc34)OC(=O)N2C1=O
    -16%	15%	nt
CCn1c(CNC(=O)Cc2ccc(OC)cc2)nnc1SCCOc1ccccc1
    1%	3%	-2%
CC1CCCC(NC(=O)C2CCN(S(=O)(=O)N3CCCCC3)CC2)C1C (configuration not stated)
    15%	5%	-6%
COc1cc2nc(NC(=O)c3ccccc3)[nH]c(=O)c2cc1OC
    19%	5%	12%
O=[N+]([O-])c1ccc(N2CCN(c3ccccc3O)CC2)c(Cl)c1
    -3%	0%	-3%
CC(CN1CCCCC1)OC(=O)c1cccc(F)c1 (configuration not stated)
    4%	nt	-5%
Cc1ccccc1Cn1c(=O)[nH]c2ccccc21
    11%	nt	-6%
COCCN(CCOC)c1nc(C)nc2c1nc(-c1ccccc1)n2CCCN1CCCCC1C (configuration not stated)
    -11%	6%	nt
CN(C(=O)CN1C(=O)/C(=C/c2ccc(Cl)cc2)SC1=S)C1CCS(=O)(=O)C1 (configuration not stated)
    -7%	5%	1%
CCCc1nc(NCc2ccccn2)c2nnn(Cc3ccccc3F)c2n1
    3%	3%	-3%

# Screens (PubChem BioAssay)
